Bioassay records as filed in PubChem BioAssay.
ATXN2 expr inh – reduces ATXN2 reporter expression in HEK-293 cells; 0.72% of 360,000 active; AID 1745845; HEK-293 ATXN2-luciferase reporter, luminescence, 24 h; Potency, µM (top dose mostly 57 µM), for inactives: at the highest dose activity change, negative = inhibition, actives largely listed as inhibitors; also: % is scaled to controls: 0 for no effect and ±100 for the full control effect; nearly all actives have a fitted effect of over 55% in size
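qHTS (up to 57 uM final) was run with 24 h compound exposure of reporter cells at 37 °C. Each well was multiplexed: SteadyGlo luminescence measured ATXN2-luciferase expression after a fluorogenic Gly-Phe-AFC viability readout (25 uM final).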
MCF10A rerep – DNA re-replication induction in MCF 10a cells. 2.9% of 350,000 active. MCF 10A DNA re-replication, Hoechst nuclear intensity, 48 h. Potency, µM (titrated, usually from 46.1 µM), without a hit: at the highest dose activity, positive = re-replication, hits mostly activators; also: % of control where 0% means no effect; nearly all actives have a fitted effect of over 50% in size
Nrf2 ARE act – Nrf2 pathway activation; AREc32 ARE-luciferase reporter (MCF7-derived line), luminescence, 24 h; Potency, µM (top dose mostly 46.1 µM), for inactives: at the top dose activation, hits mostly activators; 0.31% of 410,000 active; also: % of control where 0% means no effect; nearly all actives have a fitted effect of over 65% in size
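AREc32 cells carrying an ARE-driven firefly luciferase, 1000 cells/well in OPTI-MEM with 5% FBS, dosed after overnight attachment and incubated 24 hr at 37 deg C. Steady-Glo luminescence read after 30 min at RT.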
A549 tox – counter-screen for Nrf2 inhibitors: cytotoxicity in A549 cells; Potency, µM (series often up to 46 µM), for inactives: top-dose activity change, negative = cytotoxicity, hits mostly inhibitors; A549 ARE-Fluc cells, CellTiter-Fluor viability, 18-24 h; 0.16% of 390,000 active; AID 504648; also: % is scaled to controls: 0 for no effect and ±100 for the full control effect
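A549 ARE-Fluc cells in 5% FBS OPTI-MEM, 5000 cells/well, rested 2 h then exposed to compounds in concentration-response for 18-24 h at 37 °C. Viability by CellTiter-Fluor fluorescence (Ex 405/Em 525) after 30 min; luciferase luminescence (BugLite, 15 min, RT) read afterwards.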
TGFb SMAD3 inh – blocks TGF-b signaling; 1.2% of 410,000 active; Potency, µM (doses to about 46.1 µM), for the others: at the highest dose activity, negative = inhibition, hits mostly inhibitors; HepG2 CAGA-GFP TGF-b/SMAD3 reporter, GFP fluorescence, 18 h; TGF-beta stimulated, 500 pg/mL final; also: % is scaled to controls: 0 for no effect and ±100 for the full control effect; nearly all actives have a fitted effect of over 65% in size
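Inhibition was scored as loss of TGF-beta-induced (500 pg/mL final, 18 hours, 37 degrees C) GFP in HEPG2 cells carrying a CAGA-GFP reporter, in DMEM with 1% FBS. Well GFP was summed per cell; Activity was normalised to unstimulated and stimulated DMSO wells, then concentration-response fitting.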
HepG2 viability – kills HepG2 cells in TGF-b inhibitor counter-screen; 0.76% of 410,000 active; Potency, µM (doses to about 46.1 µM), for inactives: at the top dose activity change, negative = cytotoxicity, hits mostly cytotoxic; HepG2 CAGA-GFP viability, ATP luminescence, 18 h; also: some results filed as inactive show a strong effect at the top dose
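HepG2 CAGA-GFP cells (1000/well, DMEM with 1% FBS) received compound, then TGF-beta at 500 pg/mL final, and were incubated 18 hours at 37 degrees C. Viability was read by CellTiter-Glo luminescence. Media-only wells were set as complete cell-killing and DMSO as no toxicity.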
S2 tox – viability counter-screen for ATXN expression inhibitors. S2 cells (HEK-293 line with an ATXN2-luciferase reporter) viability, CellTiter-Fluor protease fluorescence, 24 h. Potency, µM (series often up to 56.7 µM), most hits filed as cytotoxic. 0.49% of 400,000 active; also: nearly all actives have a fitted effect of over 40% in size
EPAC2 antag – EPAC2 (human) antagonism; EPAC2 GEF exchange of Rap1B-BODIPY-GDP, fluorescence; AID 720708; 0.18% of 360,000 active; Potency, µM (titrated, usually from 114 µM), inactives show at the highest dose activity, negative = inhibition, usual class: inhibitors; Q8WZA2; also: % is scaled to controls: 0 for no effect and ±100 for the full control effect; nearly all actives have a fitted effect of over 45% in size; many of its hits are not listed in these tables
Target sequence (Q8WZA2 whole entry, looked up): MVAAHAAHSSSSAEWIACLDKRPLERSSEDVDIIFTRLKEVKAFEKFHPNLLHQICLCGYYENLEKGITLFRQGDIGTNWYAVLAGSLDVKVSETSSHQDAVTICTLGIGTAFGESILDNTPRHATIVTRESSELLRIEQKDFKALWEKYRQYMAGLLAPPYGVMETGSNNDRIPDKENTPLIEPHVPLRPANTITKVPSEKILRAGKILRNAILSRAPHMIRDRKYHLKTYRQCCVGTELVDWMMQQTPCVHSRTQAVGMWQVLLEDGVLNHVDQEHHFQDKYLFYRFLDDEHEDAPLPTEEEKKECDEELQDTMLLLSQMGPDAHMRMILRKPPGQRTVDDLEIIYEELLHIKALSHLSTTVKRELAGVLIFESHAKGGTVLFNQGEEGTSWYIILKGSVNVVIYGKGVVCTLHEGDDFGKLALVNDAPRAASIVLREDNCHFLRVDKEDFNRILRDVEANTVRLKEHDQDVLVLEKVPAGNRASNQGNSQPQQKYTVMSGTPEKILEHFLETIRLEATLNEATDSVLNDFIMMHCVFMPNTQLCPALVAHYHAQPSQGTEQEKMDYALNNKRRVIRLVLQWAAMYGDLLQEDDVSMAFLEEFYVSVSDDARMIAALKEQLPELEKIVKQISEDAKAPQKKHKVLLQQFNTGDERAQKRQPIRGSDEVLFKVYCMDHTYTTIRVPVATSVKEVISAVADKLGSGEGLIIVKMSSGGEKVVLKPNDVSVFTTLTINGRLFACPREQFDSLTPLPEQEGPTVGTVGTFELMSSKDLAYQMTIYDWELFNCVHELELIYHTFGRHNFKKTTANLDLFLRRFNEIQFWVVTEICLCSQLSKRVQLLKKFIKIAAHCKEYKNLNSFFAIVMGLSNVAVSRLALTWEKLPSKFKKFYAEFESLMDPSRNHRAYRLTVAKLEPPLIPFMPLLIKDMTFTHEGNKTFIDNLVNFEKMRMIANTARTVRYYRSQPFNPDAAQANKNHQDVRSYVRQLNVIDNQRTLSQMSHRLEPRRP
Nrf2 block – inhibitors of Nrf2 signaling; A549 ARE-Fluc reporter, luciferase luminescence, 18-24 h; AID 504444; 2.1% of 360,000 active; Potency, µM (top dose mostly 46 µM), for the others: at the highest dose activity change, negative = inhibition, hits mostly inhibitors; also: % is scaled to controls: 0 for no effect and ±100 for the full control effect; nearly all actives have a fitted effect of over 60% in size
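Concentration-response testing used A549 ARE_Fluc cells at 5000 cells/well. Following an 18-24 h compound incubation, viability was read by fluorescence (Ex 405/Em 525) and luciferase output by luminescence.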
Numbers without * were called inactive; i = inactive; u = inconclusive; x = not tested or not shown; & = joins results of further samples; [ ] = remark or other dose. Calls follow the shape of the dose curve; as a rule, active = well fitted curve in the direction sought with a large enough effect; inconclusive = small, poorly fitted or top-dose-only effect, or another doubt; inactive = no such curve, though single readings can be large; an effect the other way counts as inactive or inconclusive. Potency is read from the fitted curve at half-maximal effect.

1) COc1ccc2[nH]c3c(=O)n(Cc4ccco4)cnc3c2c1
2) CSCCC1COC(c2cccs2)=N1 (stereo not drawn)
3) COc1cccc(-c2nc(NCc3ccco3)c3ccccc3n2)c1O
4) O=c1[nH]c2ccc(Br)cc2c(=O)o1
5) CCOC(=O)c1c(-c2ccc(Br)cc2)csc1NC(=O)c1ccc(F)cc1
6) COc1ccc(S(=O)(=O)N(C)c2ccc(C(=O)N3CCCC3)cc2)cc1OC
7) Cc1ccc(CN(C)C(=O)CCNS(=O)(=O)c2ccccc2)o1
8) Cc1ccc(C(=O)N(Cc2ccccc2)C(C)(C)C)cc1C

Screen / compound no.	1	2	3	4	5	6	7	8
ATXN2 expr inh	12%	33%	-39%	x	-5%	-5%	5%	-15%
MCF10A rerep	5%	-3%	u	x	x	-2%	-6%	23µM*
Nrf2 ARE act	2.3%	-0.7%	4.3%	-1.6%	0.3%	0.2%	-0.4%	0.1%
A549 tox	-14%	2%	-23%	x	1%	0%	1%	1%
TGFb SMAD3 inh	2%	3%	-29%	2%	-1%	3%	8%	u
HepG2 viability	-4%	-15%	-35%	-4%	5%	-3%	3%	3%
S2 tox	i	i	u	i	i	i	u	i
EPAC2 antag	3%	-1%	-3%	-6%	x	2%	7%	9%
Nrf2 block	0%	u	-29%	x	-2%	-12%	2%	-9%

9) CCCCc1ccc(-c2csc(/C(C#N)=C/c3ccc(C)o3)n2)cc1
10) COC(=O)c1ccc(C(=O)OC)c(NC(=O)C(C)C)c1
11) Cc1ccccc1C(=O)NC[C@@H]1CCCN2CCCC[C@H]12
12) CC(=O)C1=C(O)C(=O)N(CCO)C1c1ccccc1 (stereo not drawn)
13) O=C(Nc1cccc(Cl)c1)N1CCN(c2ncccn2)CC1
14) CCOC(=O)c1sc2nc(C)nc(N3CCCCC3C)c2c1C (stereo not drawn)
15) CCCCCCNC(=O)O[C@]12C[C@@H](C(=O)OC)[C@@H](C(=O)OC)C[C@@]1(O)CN(S(=O)(=O)c1ccc(C)cc1)C2
16) Cn1cc(CN2CCc3c([nH]c4ccccc34)C2C2CCCCC2)cn1 (stereo not drawn)

Screen / compound no.	9	10	11	12	13	14	15	16
ATXN2 expr inh	48%[activator]	1%	-6%	x	-15%	u	9%	-29%
MCF10A rerep	u	-33%[inhibitor]	-6%	-2%	u	18µM*	x	u
Nrf2 ARE act	4.4%	-0.4%	0.1%	0.4%	0.5%	-0.3%	0.1%	3.3%
A549 tox	-15%	-1%	1%	6%	-5%	-3%	x	-2%
TGFb SMAD3 inh	-1%	1%	-5%	-7%	6%	-36%	0%	-3%
HepG2 viability	-7%	-2%	-2%	-4%	-1%	-4%	-13%	3%
S2 tox	i	i	i	i	i	i	i	x
EPAC2 antag	8%	-3%	-1%	1%	-7%	0%	-28%	-1%
Nrf2 block	-6%	0%	8%	-1%	u	u	x	-2%

17) Nc1c(C(=O)Nc2ccc3c(c2)OCCO3)nnn1Cc1ccc(Cl)cc1
18) CCc1ccc(NS(=O)(=O)c2c(C)noc2C)cc1
19) COc1ccccc1CNC(=O)CCCCn1c(=O)c2ccccc2n(Cc2ccccc2F)c1=O
20) Cc1noc(NS(=O)(=O)c2ccc(NS(=O)(=O)c3ccc(C(C)(C)C)cc3)cc2)c1C
21) C=CCn1c(SCC#N)nc2ccc(Cl)cc2c1=O
22) CCN1C(=O)c2ccccc2S(=O)c2ccc(C(=O)NCc3ccc(OC)cc3)cc21 (stereo not drawn)
23) COCCN(C(=O)c1ccc(-c2ccc(Cl)cc2)o1)c1c(N)n(CC(C)C)c(=O)[nH]c1=O
24) CCn1nccc1C(=O)Nc1nc2ccccc2n1CCN1CCCCC1

Screen / compound no.	17	18	19	20	21	22	23	24
ATXN2 expr inh	0%	x	-6%	x	x	x	5%	-12%
MCF10A rerep	3%	3%	x	x	x	-14%	0%	u
Nrf2 ARE act	0.4%	0.3%	-0.2%	-1.7%	x	3.6%&7.9%	-0.8%	1.9%
A549 tox	-3%	-8%	-6%	x	0%	11%&-2%	-2%	1%
TGFb SMAD3 inh	0%	-5%	2%	21%	14%	-6%&0%	-24%	-2%
HepG2 viability	-31%	-23%	-15%	15%	-3%	-16%&1%	1%	-9%
S2 tox	i	i	i	i	x	u	i	i
EPAC2 antag	-6%	-12%	x	-5%	x	0%	-2%	-2%
Nrf2 block	u	-14%	5%	x	-17%	10%&-3%	17%	5%

25) COCc1ccc(CN2CCCC(CCC(=O)NCc3cccc(OC)c3)C2)o1 (stereo not drawn)
26) CC(=O)c1cccc(NC(=O)C2CCN(S(C)(=O)=O)CC2)c1
27) c1ccc(N2OCC3Cn4c(nc5ccccc54)C32)cc1 (stereo not drawn)
28) CC(C)Oc1ccc(C2CNC(=O)C2)cc1 (stereo not drawn)
29) COc1cc(-c2nc(C(N)=O)c3c(n2)n(-c2cccc(C)c2)c(=O)n3C)cc(OC)c1OC
30) Cc1ccc(C(C)C)c(OCCn2ccnc2C)c1
31) Brc1ccc(CNCCCSc2nnnn2-c2ccccc2)cc1
32) CCCOc1ccc(C2C(=O)N(C3CCCCC3)CC(=O)N2CCCOCC)cc1OC (stereo not drawn)

Screen / compound no.	25	26	27	28	29	30	31	32
ATXN2 expr inh	-7%	-5%	22%	-6%	13%	-4%	x	0%
MCF10A rerep	10%	3%	-1%	-1%	x	4%	x	-4%
Nrf2 ARE act	0.6%	-0.8%	21%	-0.2%	0.3%	0.2%	9.1%	-0.5%
A549 tox	1%	1%	-1%	5%	-2%	3%	-2%	-2%
TGFb SMAD3 inh	2%	1%	1%	4%	2%	-7%	x	u
HepG2 viability	-1%	-6%	-2%	-10%	-8%	-4%	-92%	7%
S2 tox	i	i	i	i	i	i	x	i
EPAC2 antag	0%	4%	-8%	2%	x	0%	x	16%
Nrf2 block	2%	6%	u	8%	x	-7%	21%	12%

33) COc1ccccc1OCCn1c(-c2ccc(Br)cc2)nc2ccccc2c1=O
34) CC1N=C2c3ccccc3N=C(SCc3cc(=O)n4cc(Cl)ccc4n3)N2C1=O (stereo not drawn)
35) O=C(NCc1ccc(Cl)cc1)[C@@H]1CCCN1S(=O)(=O)c1ccc(Cl)cc1
36) COc1ccc(NC(=O)C2Cc3c(-c4cccc(C(C)=O)c4)ccnc3O2)cc1 (stereo not drawn)
37) CCN(CC)CCN(Cc1cc2cc(C)cc(C)c2[nH]c1=O)C(=S)NCc1ccco1
38) CC(C)CCOc1ccc(/C=N/N2C(=O)CSC2=S)cc1
39) C[C@H](CO)N1C[C@H](C)[C@@H](CN(C)S(=O)(=O)c2ccc(F)cc2)Oc2ccc(NS(=O)(=O)c3cccs3)cc2C1=O
40) O=S(=O)(c1cccc(-c2nnc(SC(F)F)n2-c2ccccc2)c1)N1CCCCC1

Screen / compound no.	33	34	35	36	37	38	39	40
ATXN2 expr inh	11%	4%	3%	-26%	0%	-24%	9%	-12%
MCF10A rerep	x	19%	13%	x	14%	u	0%	-4%
Nrf2 ARE act	3.8%	1.9%	2.1%	-0.2%[9.22 µM]	0.1%	0.2%	0.9%	0.1%
A549 tox	7%	-2%	-4%	x	-2%	1%	2%	1%
TGFb SMAD3 inh	-2%	-1%	-20%	-12%	-10%	5%	4%	-32%
HepG2 viability	5%	-21%	68%	-14%	-39%	-9%	-13%	-28%
S2 tox	i	i	i	u	u	i	i	i
EPAC2 antag	x	0%	-3%	4%	13%	-8%	1%	2%[57.1 µM]
Nrf2 block	10%	0%	-2%	x	18%	-3%	0%	u

41) O=C(/C=C/c1cccc(OCc2ccccc2)c1)c1cccnc1
42) COCCN(C(=O)COC(=O)c1cccnc1SC)c1c(N)n(Cc2ccccc2)c(=O)[nH]c1=O
43) Cc1nc(CC(=O)c2c(C)cc(O)cc2O)cs1
44) CN(Cc1c(F)cccc1Cl)C(=O)CCc1c[nH]c2ccccc12
45) Cc1ccc(S(=O)(=O)N2CCN(C(=O)c3ccc4ccccc4n3)CC2)c(C)c1
46) COc1cccc(CNC(=O)CSc2cc(C)[nH]c(=O)n2)c1
47) COc1cccc(-c2cc(NC=O)c3ncc(-c4ccc(OC)c(OC)c4)n3c2)c1
48) COc1ccccc1NC(=O)C(C)OC(=O)c1cc2ccccc2[nH]1 (stereo not drawn)
49) CCn1c(SCC(=O)Nc2oc(-c3ccccc3)c(-c3ccccc3)c2C#N)nnc1-c1ccncc1

Screen / compound no.	41	42	43	44	45	46	47	48	49
ATXN2 expr inh	-13%	-11%	3%	-20%	51%[activator]	5%	u	x	1%
MCF10A rerep	29%	0%	-7%	-4%	16%	x	x	1%	23µM*
Nrf2 ARE act	4.2%	-1.2%	3.6%	-0.4%	7.2%	0.4%	-0.5%	8.9%	-0.3%
A549 tox	2%	1%	11%	0%	-6%	3%	x	0%	4%
TGFb SMAD3 inh	u	-28%	0%	-7%	0%	u	u	-22%	5%
HepG2 viability	-51%	-2%	-36%	-4%	-2%	1%	-27%	-24%	-10%
S2 tox	i	i	i	i	i	i	u	i	i
EPAC2 antag	-3%	3%	4%	u	-7%	x	-1%	-6%	-13%
Nrf2 block	u	-1%	-3%	5%	u	x	x	21µM*	-20%

By substructure, the compounds so far with fluorine (5)
5) CCOC(=O)c1c(-c2ccc(Br)cc2)csc1NC(=O)c1ccc(F)cc1
19) COc1ccccc1CNC(=O)CCCCn1c(=O)c2ccccc2n(Cc2ccccc2F)c1=O
39) C[C@H](CO)N1C[C@H](C)[C@@H](CN(C)S(=O)(=O)c2ccc(F)cc2)Oc2ccc(NS(=O)(=O)c3cccs3)cc2C1=O
40) O=S(=O)(c1cccc(-c2nnc(SC(F)F)n2-c2ccccc2)c1)N1CCCCC1
44) CN(Cc1c(F)cccc1Cl)C(=O)CCc1c[nH]c2ccccc12

Screen / compound no.	5	19	39	40	44
ATXN2 expr inh	-5%	-6%	9%	-12%	-20%
MCF10A rerep	x	x	0%	-4%	-4%
Nrf2 ARE act	0.3%	-0.2%	0.9%	0.1%	-0.4%
A549 tox	1%	-6%	2%	1%	0%
TGFb SMAD3 inh	-1%	2%	4%	-32%	-7%
HepG2 viability	5%	-15%	-13%	-28%	-4%
S2 tox	i	i	i	i	i
EPAC2 antag	x	x	1%	2%[57.1 µM]	u
Nrf2 block	-2%	5%	0%	u	5%

Only part of the results is shown (hit frequency here may not be typical).
